Screening data deposited in PubChem BioAssay by several laboratories.
CSN inh = inhibitors of CSN-mediated cullin deneddylation, primary screen, biochemical, fluorescence polarization, uHTS. AID 651999, 2013. inhibition, % at 12.5 µM. COP9 signalosome complex subunit 5 (Homo sapiens), Q92905. Purified CSN, SCF-Nedd8-OG deneddylation. actives 0.38% (n = 360,000);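 active means pattern-corrected inhibition above about 35%, with an unprinted fluorescence ratio check between 0.5 and 1.5, limit read from the data, passing the limit was not always enough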;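 further: 0% = enzyme with substrate and 100% = substrate without enzyme; some results filed as inactive read as strong as hits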
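Assay system: purified human Csn5 enzyme expressed in HEK293T cells; measure: % inhibition; also added: SCFSkp2-Nedd8OG substrate at 10 nM final; technique: fluorescence polarization; times: reaction 90 min, room temperature; medium: Tris buffer pH 7.5, NaCl, DTT, Tween-20, trehalose, ovalbumin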
MsrA inhibitor = bovine MsrA enzyme inhibitors, primary screen, biochemical, absorbance, HTS; Methionine sulfoxide reductase A (Bos taurus); purified bovine MsrA, absorbance read-out; inhibition, % at 15.5 µM; actives 0.75% (n = 360,000); AID 651718, 2012; in the data active means inhibition above about 4.5%;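 further: 0% = vehicle wells with enzyme and 100% = reference inhibitor wells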
MT1-MMP act inh = blockers of MT1-MMP proenzyme processing, primary screen, HT1080 RFP-PRO-GFP cells, GFP/RFP fluorescence; GFP/RFP ratio change, % at 20 µM; actives 0.061% (n = 360,000); GFP/RFP ratio fluorescence, overnight; percent of plate control window, DMSO zero;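 active means GFP/RFP ratio change of at least 30% with cell ATP level not reduced by more than half and red fluorescence within 50% of control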; further: strong numbers were not always called active
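Material: RFP-PRO-GFP reporter HT1080 cells. Dosing: single-point 20 µM compound, 1% DMSO. Controls: DMSO and RFP-L50D-GFP cell wells. Timing: cells overnight before dosing, compound overnight, 37 °C, 5% CO2. Measure: GFP/RFP fluorescence ratio.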
Rin1-Abl PPI inh = inhibitors of Rin1-Abl protein binding, primary screen, biochemical, TR-FRET; Tyrosine-protein kinase ABL1 (Homo sapiens) + Ras and Rab interactor 1 (Homo sapiens), …; inhibition, % at 7.35 µM; actives 0.4% (n = 360,000); AID 588664, 2011; in the data active means inhibition above about 5%, passing the limit was not always enough
eLon inh = inhibitors of E. coli Lon protease, primary screen, biochemical, fluorescence polarization; inhibition, % at 7.94 µM; AID 602123, 2011; P0A9M0; purified E. coli Lon protease; actives 0.42% (n = 360,000); in the data active means inhibition above about 13%, passing the limit was not always enough;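 further: 0% = enzyme with probe and DMSO and 100% = no enzyme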
Target sequence (P0A9M0 whole entry, looked up): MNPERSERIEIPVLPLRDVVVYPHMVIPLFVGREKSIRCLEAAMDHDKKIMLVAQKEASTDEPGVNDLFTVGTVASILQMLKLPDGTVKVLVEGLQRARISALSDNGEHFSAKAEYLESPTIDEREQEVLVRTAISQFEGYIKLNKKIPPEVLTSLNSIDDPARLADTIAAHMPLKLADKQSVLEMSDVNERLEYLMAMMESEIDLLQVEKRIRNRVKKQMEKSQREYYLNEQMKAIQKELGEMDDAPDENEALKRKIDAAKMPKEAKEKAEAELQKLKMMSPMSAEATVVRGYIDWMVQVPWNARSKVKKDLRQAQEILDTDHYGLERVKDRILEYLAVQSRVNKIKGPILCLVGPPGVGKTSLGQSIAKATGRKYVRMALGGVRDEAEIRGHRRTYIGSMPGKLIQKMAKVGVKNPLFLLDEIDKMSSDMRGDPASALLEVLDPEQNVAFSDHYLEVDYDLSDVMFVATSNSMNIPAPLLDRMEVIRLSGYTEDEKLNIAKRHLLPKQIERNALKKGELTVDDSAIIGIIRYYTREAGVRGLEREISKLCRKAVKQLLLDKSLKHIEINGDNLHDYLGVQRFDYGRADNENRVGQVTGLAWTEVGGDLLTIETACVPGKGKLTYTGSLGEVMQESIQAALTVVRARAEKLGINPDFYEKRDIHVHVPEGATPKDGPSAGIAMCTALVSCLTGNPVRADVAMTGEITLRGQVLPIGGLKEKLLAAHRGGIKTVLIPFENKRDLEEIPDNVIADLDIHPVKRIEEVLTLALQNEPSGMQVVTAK
Rpn11 block = Rpn11 (PSMD14) deubiquitinase inhibitors, primary screen, biochemical, fluorescence polarization, uHTS. human 26S proteasome, Ub4-pepOG fluorescence polarization; 20S core pre-blocked with epoxomicin. calls only at 20 µM. actives 0.59% (n = 360,000). AID 588493, 2011;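 active means inhibition at 20 µM, scaled to each plate's controls, above about 33%, limit read from the data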
Target sequence (O00487 whole entry, looked up): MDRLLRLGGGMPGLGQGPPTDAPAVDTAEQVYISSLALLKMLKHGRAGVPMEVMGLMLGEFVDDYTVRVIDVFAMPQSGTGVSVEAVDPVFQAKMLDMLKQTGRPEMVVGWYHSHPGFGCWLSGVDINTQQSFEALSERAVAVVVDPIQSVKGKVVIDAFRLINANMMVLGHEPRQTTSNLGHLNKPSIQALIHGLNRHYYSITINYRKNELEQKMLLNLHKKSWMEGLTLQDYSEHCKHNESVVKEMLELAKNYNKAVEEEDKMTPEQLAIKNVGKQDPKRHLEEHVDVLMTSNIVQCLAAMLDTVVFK
MLLE-PAM2 inh = inhibitors of PABP1 MLLE–PAM2 peptide binding, primary screen, biochemical, fluorescence polarization, FITC-PAM2, GST-MLLE; Polyadenylate-binding protein 1 (Homo sapiens), P11940; inhibition, % at 20 µM; actives 0.36% (n = 360,000); in the data active means inhibition above about 35%, passing the limit was not always enough;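 further: plate controls were DMSO wells with GST-MLLE for no effect and wells lacking GST-MLLE protein for full effect; some results filed as inactive read as strong as hits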
FAS TE block = FAS thioesterase domain inhibitors, primary screen, biochemical, fluorescence intensity, uHTS; Fatty acid synthase (Homo sapiens), P49327; recombinant FAS-TE, OMFH fluorogenic substrate, fluorescence endpoint; inhibition, % at 15 µM; actives 0.67% (n = 360,000); AID 602261, 2012;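 active means compounds whose normalised, plate-corrected inhibition of enzyme fluorescence in the single-dose primary screen is 50% or more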;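 further: 0% = DMSO with enzyme and 100% = substrate without enzyme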
bovine MsrA act = bovine MsrA enzyme activators, primary screen, biochemical, absorbance, HTS; Methionine sulfoxide reductase A (Bos taurus); purified bovine MsrA, absorbance read-out; activation, % at 10.6 µM; actives 0.3% (n = 360,000); AID 602163, 2012; in the data active means activation above about 7.5%;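 further: 0% = vehicle and 100% = reference activator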
Active calls of the source: *.

Results for COc1ccccc1/C=C\C=N\n1c(C2CCCCC2)n[nH]c1=S ?
CSN inh: -1; MsrA inhibitor: 2.0; MT1-MMP act inh: -3; Rin1-Abl PPI inh: 2; eLon inh: -1; Rpn11 block: inactive; MLLE-PAM2 inh: -28; FAS TE block: 5; bovine MsrA act: 1

What do the screens show for `CCC(=O)c1c(CC)c2n3c1CC[C@H]3CCC2`?
CSN inh: -3; MsrA inhibitor: 0.1; MT1-MMP act inh: -3; Rin1-Abl PPI inh: 2; eLon inh: 15; Rpn11 block: inactive; MLLE-PAM2 inh: 10; FAS TE block: -6; bovine MsrA act: -5

What do the screens show for `COCCN(C/C=C/c1ccccc1)C/C=C/c1ccccc1`?
CSN inh: -5; MsrA inhibitor: -0.9; MT1-MMP act inh: 1; Rin1-Abl PPI inh: 3; eLon inh: 2; Rpn11 block: inactive; MLLE-PAM2 inh: 1; FAS TE block: 8; bovine MsrA act: -1

How did COc1cccc(Nc2nc(C(N)C3CCCCC3)cs2)n1 (stereo not given) do in these assays?
CSN inh: -3; MsrA inhibitor: -1.0; MT1-MMP act inh: -8; Rin1-Abl PPI inh: -2; eLon inh: -3; Rpn11 block: inactive; MLLE-PAM2 inh: -8; FAS TE block: 0; bovine MsrA act: 2

How did COc1ccc([N+](=O)[O-])cc1NC(=O)CC(C)c1ccccc1 (stereo not given) do in these assays?
CSN inh: 4; MsrA inhibitor: 4.3; MT1-MMP act inh: 7; Rin1-Abl PPI inh: -2; eLon inh: -2; Rpn11 block: inactive; MLLE-PAM2 inh: 12; FAS TE block: 38; bovine MsrA act: -5

What do the screens show for `CC1CN(C(=O)CN(C)S(=O)(=O)c2ccc3ccccc3c2)CC(C)O1` (stereo not given)?
CSN inh: -7; MsrA inhibitor: -1.3; MT1-MMP act inh: 1; Rin1-Abl PPI inh: 0; eLon inh: 0; Rpn11 block: inactive; MLLE-PAM2 inh: -10; FAS TE block: -3; bovine MsrA act: -3

What do the screens show for `COc1cccc(CNn2c(-c3cccc(C)c3)nc3ccccc3c2=O)c1O`?
CSN inh: -1; MsrA inhibitor: -0.6; MT1-MMP act inh: -5; Rin1-Abl PPI inh: 1; eLon inh: -9; Rpn11 block: inactive; MLLE-PAM2 inh: 3; FAS TE block: 4; bovine MsrA act: -1

Results for COc1cccc(C(=O)N2CCN(S(=O)(=O)Cc3ccccc3)CC2)c1 ?
CSN inh: 2; MsrA inhibitor: -0.9; MT1-MMP act inh: -1; Rin1-Abl PPI inh: -5; eLon inh: 3; Rpn11 block: inactive; MLLE-PAM2 inh: 3; FAS TE block: -5; bovine MsrA act: -4

What do the screens show for `COc1ccc2nc(SCC(=O)Nc3c(C)cccc3C)[nH]c2c1`?
CSN inh: 2; MsrA inhibitor: -1.3; MT1-MMP act inh: 3; Rin1-Abl PPI inh: 2; eLon inh: -8; Rpn11 block: inactive; MLLE-PAM2 inh: -21; FAS TE block: -4; bovine MsrA act: -6

How did OCCNc1ncnc2ccc(Br)cc12 do in these assays?
CSN inh: 1; MsrA inhibitor: 1.1; MT1-MMP act inh: -2; Rin1-Abl PPI inh: 0; eLon inh: -5; Rpn11 block: inactive; MLLE-PAM2 inh: -10; FAS TE block: -4; bovine MsrA act: 3

Reprinted from the part before: two entries, followed by the next part.
What do the screens show for `COc1ccc2nc(SCC(=O)Nc3c(C)cccc3C)[nH]c2c1`?
CSN inh: 2; MsrA inhibitor: -1.3; MT1-MMP act inh: 3; Rin1-Abl PPI inh: 2; eLon inh: -8; Rpn11 block: inactive; MLLE-PAM2 inh: -21; FAS TE block: -4; bovine MsrA act: -6

How did OCCNc1ncnc2ccc(Br)cc12 do in these assays?
CSN inh: 1; MsrA inhibitor: 1.1; MT1-MMP act inh: -2; Rin1-Abl PPI inh: 0; eLon inh: -5; Rpn11 block: inactive; MLLE-PAM2 inh: -10; FAS TE block: -4; bovine MsrA act: 3

Results for Cc1cc(C(=O)OCC(=O)N2CCOCC2)c(C)n1-c1ccccc1 ?
CSN inh: -7; MsrA inhibitor: 1.1; MT1-MMP act inh: -2; Rin1-Abl PPI inh: 3; eLon inh: -15; Rpn11 block: inactive; MLLE-PAM2 inh: 1; FAS TE block: -5; bovine MsrA act: -2

What do the screens show for `Cc1c(Cl)cccc1NC(=O)CNC(=O)Cc1n[nH]c(=O)c2ccccc12`?
CSN inh: -6; MsrA inhibitor: -0.6; MT1-MMP act inh: -10; Rin1-Abl PPI inh: 2; eLon inh: -4; Rpn11 block: inactive; MLLE-PAM2 inh: -31; FAS TE block: -4; bovine MsrA act: -3

Results for CCOC(=O)C1=C(C)NC(=O)NC1c1ccsc1 (stereo not given) ?
CSN inh: -2; MsrA inhibitor: 1.1; MT1-MMP act inh: 8; Rin1-Abl PPI inh: -1; eLon inh: -3; Rpn11 block: inactive; MLLE-PAM2 inh: -4; FAS TE block: -4; bovine MsrA act: -1

What do the screens show for `COC(=O)c1ccc(N2CCN(c3ccccc3)CC2)c(NC(=O)C2CC2)c1`?
CSN inh: 2; MsrA inhibitor: 1.2; MT1-MMP act inh: 7; Rin1-Abl PPI inh: 5; eLon inh: 3; Rpn11 block: inactive; MLLE-PAM2 inh: 0; FAS TE block: 8; bovine MsrA act: -2

How did N#C/C(C(N)=O)=C1/SC(Cc2ccc(F)cc2)C(=O)N1c1ccccc1 (stereo not given) do in these assays?
CSN inh: 0; MsrA inhibitor: 0.7; MT1-MMP act inh: -98; Rin1-Abl PPI inh: -2; eLon inh: -8; Rpn11 block: inactive; MLLE-PAM2 inh: -14; FAS TE block: -3; bovine MsrA act: -4

How did CSCCC(NC(=O)c1ccc(Cl)cc1Cl)C(=O)OCC(N)=O (stereo not given) do in these assays?
CSN inh: -1; MsrA inhibitor: -1.0; MT1-MMP act inh: 3; Rin1-Abl PPI inh: -3; eLon inh: 6; Rpn11 block: inactive; MLLE-PAM2 inh: -3; FAS TE block: 3; bovine MsrA act: 0

How did CC(=O)c1c(C)[nH]c(C(=O)Nc2nc(-c3ccccc3)c(C)s2)c1C do in these assays?
CSN inh: -11; MsrA inhibitor: -0.8; MT1-MMP act inh: 0; Rin1-Abl PPI inh: -2; eLon inh: 5; Rpn11 block: inactive; MLLE-PAM2 inh: -4; FAS TE block: -6; bovine MsrA act: -3

What do the screens show for `Cc1sc2ncnc(SCC(=O)NC(C)C(C)C)c2c1C` (stereo not given)?
CSN inh: 4; MsrA inhibitor: -0.5; MT1-MMP act inh: -5; Rin1-Abl PPI inh: 0; eLon inh: -2; Rpn11 block: inactive; MLLE-PAM2 inh: 5; FAS TE block: 4; bovine MsrA act: -3

Results for Cc1ccc(OCCN(C)C(=O)C2CCC(=O)N(CCCN3CCOCC3)C2)cc1 (stereo not given) ?
CSN inh: -1; MsrA inhibitor: 1.2; MT1-MMP act inh: 2; Rin1-Abl PPI inh: 1; eLon inh: 12; Rpn11 block: inactive; MLLE-PAM2 inh: 8; FAS TE block: -6; bovine MsrA act: -7

What do the screens show for `Cc1ccc(-n2nnnc2Sc2nc([N+](=O)[O-])nn2C)cc1`?
CSN inh: -16; MsrA inhibitor: -1.3; MT1-MMP act inh: -24; Rin1-Abl PPI inh: -1; eLon inh: -3; Rpn11 block: inactive; MLLE-PAM2 inh: -4; FAS TE block: -4; bovine MsrA act: -1

How did O=C(Cc1ccccc1)Nc1ccc2c(c1)OC1(CCCC1)O2 do in these assays?
CSN inh: 3; MsrA inhibitor: 0.7; MT1-MMP act inh: -1; Rin1-Abl PPI inh: 2; eLon inh: -10; Rpn11 block: inactive; MLLE-PAM2 inh: -39; FAS TE block: 10; bovine MsrA act: -3

How did C/C(N)=C(/C#N)C(=O)COC(=O)c1ccc(NC(N)=O)cc1 do in these assays?
CSN inh: 1; MsrA inhibitor: -1.1; MT1-MMP act inh: -4; Rin1-Abl PPI inh: 0; eLon inh: -1; Rpn11 block: inactive; MLLE-PAM2 inh: 9; FAS TE block: -5; bovine MsrA act: -9

How did Cc1cc(O)ccc1N/C=C(\C#N)c1nc2ccccc2o1 do in these assays?
CSN inh: -2; MsrA inhibitor: 2.4; MT1-MMP act inh: -2; Rin1-Abl PPI inh: 2; eLon inh: 2; Rpn11 block: inactive; MLLE-PAM2 inh: -3; FAS TE block: -1; bovine MsrA act: -8

How did Cc1ccc(S(=O)(=O)N2CCC(C(=O)Nc3ccc4c(c3)COC4=O)CC2)cc1 do in these assays?
CSN inh: -2; MsrA inhibitor: 0.8; MT1-MMP act inh: 4; Rin1-Abl PPI inh: 4; eLon inh: -8; Rpn11 block: inactive; MLLE-PAM2 inh: -11; FAS TE block: 2; bovine MsrA act: -2

How did COc1ccc(S(=O)(=O)N2CCCC(C(=O)NCc3cccnc3)C2)cc1 (stereo not given) do in these assays?
CSN inh: 9; MsrA inhibitor: -0.9; MT1-MMP act inh: -2; Rin1-Abl PPI inh: 0; eLon inh: -3; Rpn11 block: inactive; MLLE-PAM2 inh: -5; FAS TE block: -2; bovine MsrA act: -5

How did CCC1c2ccc(C)n2CCN1C(=O)Nc1ccc(F)cc1 (stereo not given) do in these assays?
CSN inh: 0; MsrA inhibitor: 0.0; MT1-MMP act inh: -11; Rin1-Abl PPI inh: -6; eLon inh: 7; Rpn11 block: inactive; MLLE-PAM2 inh: 0; FAS TE block: -9; bovine MsrA act: 1

Results for O=C(NC1CCCCC1)c1ccc(CNc2ccccc2)o1 ?
CSN inh: -5; MsrA inhibitor: 1.4; MT1-MMP act inh: 4; Rin1-Abl PPI inh: 2; eLon inh: -3; Rpn11 block: inactive; MLLE-PAM2 inh: -11; FAS TE block: -5; bovine MsrA act: 3

What do the screens show for `O=C(CN(Cc1ccc2c(c1)OCO2)C(=O)CNC(=O)c1ccco1)NC1CCCCC1`?
CSN inh: 5; MsrA inhibitor: 0.8; MT1-MMP act inh: 2; Rin1-Abl PPI inh: -1; eLon inh: 7; Rpn11 block: inactive; MLLE-PAM2 inh: 6; FAS TE block: -3; bovine MsrA act: 1

Results for CC1CN(CC(=O)NCc2ccccc2)CC(C)O1 (stereo not given) ?
CSN inh: 4; MsrA inhibitor: -1.4; MT1-MMP act inh: 1; Rin1-Abl PPI inh: -3; eLon inh: 2; Rpn11 block: inactive; MLLE-PAM2 inh: 6; FAS TE block: -7; bovine MsrA act: -11

What do the screens show for `CCOc1ccc(/C=N/OCC(=O)Nc2cc(C)on2)cc1`?
CSN inh: 1; MsrA inhibitor: 0.3; MT1-MMP act inh: 2; Rin1-Abl PPI inh: -2; eLon inh: -1; Rpn11 block: inactive; MLLE-PAM2 inh: 11; FAS TE block: -3; bovine MsrA act: -4

Results for N#Cc1c(Cl)cccc1-n1ccnc1 ?
CSN inh: 1; MsrA inhibitor: 0.1; MT1-MMP act inh: -6; Rin1-Abl PPI inh: -1; eLon inh: -3; Rpn11 block: inactive; MLLE-PAM2 inh: -6; FAS TE block: -11; bovine MsrA act: -16
